GalR3 antagonist: GalR3 antagonists in HEK293 cells, primary screen, cell-based, fluorescence readout; Galanin receptor type 3 (Homo sapiens), O60755; HEK293 GalR3-CNG cAMP membrane potential fluorescence; galR3 body fused to GalR1 C-terminus; inhibition, % at 3 µM; 0.44% of 360,000 active; AID 651719, 2012;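 active = inhibition above the screen-wide average plus 3 SD, cut at about 13% in these data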;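 also: forskolin and galanin both at EC90 stimulate the cells; cAMP rise reported by CNG channel membrane potential dye signal; 0% = forskolin plus galanin with DMSO and 100% = forskolin alone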
Target sequence (O60755 1-299 limits assumed): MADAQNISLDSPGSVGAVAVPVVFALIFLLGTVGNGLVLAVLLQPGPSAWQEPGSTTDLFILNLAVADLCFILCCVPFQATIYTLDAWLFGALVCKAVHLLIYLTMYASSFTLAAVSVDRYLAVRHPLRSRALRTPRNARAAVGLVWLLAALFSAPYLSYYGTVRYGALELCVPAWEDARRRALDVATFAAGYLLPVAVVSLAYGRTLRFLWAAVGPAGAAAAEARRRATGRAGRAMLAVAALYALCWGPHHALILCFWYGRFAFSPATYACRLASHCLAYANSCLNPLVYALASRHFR
MEKK2mut PB1 HTS: MEK5 binding signal on mutant MEKK2 PB1, primary screen, biochemical, multiplex bead flow cytometry, Alexa488-MEK5. Alexa488-MEK5 binding to MEKK2 mutant. percent response, % at 10 µM. 0.35% of 290,000 active; in the data active = percent response above about 24%, passing the limit was not always enough; also: inactives centre near 1; some results filed as inactive read as strong as hits
V1R ag counter: agonists of human V1a receptor, primary screen, counter-screen for OXTR agonist project, fluorescence, CHO-V1R cells | activation, % at 3 µM | AID 2797, 2010 | Fluo-8 calcium fluorescence, agonist mode; 0% DMSO, 100% 3 nM vasopressin | 0.25% of 320,000 active;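 active = activation above the mean activation of all tested compounds plus 3 SD, per screening run, cut at about 20% in these data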;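 also: signal is peak over basal fluorescence ratio across a 100 second FLIPR read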
M18AAP inhibitor: PfM18AAP inhibitors, malaria aminopeptidase, primary screen, biochemical, QFRET, recombinant enzyme. M18 aspartyl aminopeptidase (Plasmodium falciparum 3D7). H-Glu-NHMec fluorogenic cleavage. inhibition, % at 7.35 µM. 1.2% of 290,000 active. AID 1822, 2009;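 active = inhibition above the campaign mean inhibition over all tested compounds plus 3 SD, cut at about 28% in these data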;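 also: 0% = plate median of test compound wells and 100% = 2 mM ZnCl2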
OXTR potentiator: human OXTR potentiators, primary screen, fluorescence, CHO-OTR cells, Fluo-8 calcium; Fluo-8 calcium fluorescence, potentiator mode; 0% = oxytocin EC15, 100% = EC100; activation, % at 3 µM; 0.061% of 320,000 active; AID 2445, 2010;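 active = activation above that plate's cutoff, the mean activation of tested compounds plus 3 SD, cut at about 6.6% in these data, passing the limit was not always enough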;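 also: 100% uses oxytocin at 75 nM as the full agonist control; some results filed as inactive read as strong as hits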
Target sequence (P30559 whole entry, looked up): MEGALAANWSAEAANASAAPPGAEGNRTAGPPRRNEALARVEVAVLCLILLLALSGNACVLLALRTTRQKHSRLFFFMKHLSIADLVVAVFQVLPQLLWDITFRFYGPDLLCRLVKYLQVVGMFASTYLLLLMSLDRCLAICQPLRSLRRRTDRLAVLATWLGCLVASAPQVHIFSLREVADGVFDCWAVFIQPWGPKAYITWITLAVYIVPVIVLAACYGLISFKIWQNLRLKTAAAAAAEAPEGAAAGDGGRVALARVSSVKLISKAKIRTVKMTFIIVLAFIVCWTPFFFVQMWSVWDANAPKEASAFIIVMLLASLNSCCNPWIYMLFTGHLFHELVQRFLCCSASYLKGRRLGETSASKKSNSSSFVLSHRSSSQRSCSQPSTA
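Assay system: CHO cell line stably expressing human OTR. Reagent: EC15 oxytocin agonist. Dosing: single dose, 3.0 µM nominal final compound concentration. Timing: compound 6 min at room temperature before oxytocin, 100 s read. Signal: kinetic Fluo-8 calcium fluorescence. Controls: oxytocin EC15 low and EC100 high.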
NALP1 inh: NALP1 inflammasome inhibitors in reconstituted yeast, colorimetric, S. cerevisiae, triplicate retest | S. cerevisiae NALP1/ASC/caspase-1 growth, X-gal OD620, 72 h | inhibition, % at 10 µM | 0.61% of 280,000 active | AID 2071, 2009; in the data active = inhibition mostly above about 24%, no sharp cut-off; inactive = mostly below about 32%; also: some compounds called inactive have numbers as strong as hits
GPR7 antag: GPR7 receptor antagonists, primary screen, cell-based, fluorescence, single concentration; Neuropeptides B/W receptor type 1 (Homo sapiens), P48145; GPR7-expressing cells, fluorescence antagonist assay; 1.1% of 290,000 active; inhibition, % at 4.4 µM; AID 1861, 2009; in the data active = inhibition above about 16%, passing the limit was not always enough;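 also: cells stimulated with the agonist NPW; 0% = agonist with vehicle and 100% = vehicle without agonist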
Target sequence (P48145 whole entry, looked up): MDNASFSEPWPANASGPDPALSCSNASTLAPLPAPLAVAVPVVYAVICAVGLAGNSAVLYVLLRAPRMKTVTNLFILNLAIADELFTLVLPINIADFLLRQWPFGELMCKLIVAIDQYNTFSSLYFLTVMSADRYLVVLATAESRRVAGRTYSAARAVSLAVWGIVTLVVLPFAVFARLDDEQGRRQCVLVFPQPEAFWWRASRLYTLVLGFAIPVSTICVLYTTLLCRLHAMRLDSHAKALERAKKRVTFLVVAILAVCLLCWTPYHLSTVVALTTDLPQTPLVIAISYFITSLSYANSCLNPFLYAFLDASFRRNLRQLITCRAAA
OXTR ag: human OXTR agonists, primary screen, fluorescence, CHO-OTR cells, Fluo-8 calcium. Oxytocin receptor (Homo sapiens), P30559. 0.32% of 320,000 active. AID 2435, 2010. activation, % at 3 µM. Fluo-8 calcium fluorescence; normalized: DMSO 0%, oxytocin 100%;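 active = activation above the mean of all tested compounds plus 3 SD, cutoff set per screening run, cut at about 20% in these data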;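 also: peak over basal fluorescence ratio from a 100 s FLIPR kinetic read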
MEKK2 WT-MEK5: modulators of MEK5 binding to wildtype MEKK2, primary screen, biochemical, multiplex bead flow cytometry, Alexa488-MEK5. Mitogen-activated protein kinase kinase kinase 2 (Homo sapiens), Q9Y2U5. binding response (% of control), % at 10 µM. 1.1% of 290,000 active. Alexa488-MEK5 binding to MEKK2 WT; actives lie on both sides. AID 1531, 2009; in the data active = binding response below about 67% or above about 130%
Numbers without * were called inactive; . = not tested or not shown; & = joins results of further samples; [ ] = dose if it differs, or a comment.

SMILES	GalR3 antagonist	MEKK2mut PB1 HTS	V1R ag counter	M18AAP inhibitor	OXTR potentiator	NALP1 inh	GPR7 antag	OXTR ag	MEKK2 WT-MEK5
O=C(O)[C@@H]1CCCN1C(=O)CCc1c[nH]c2ccccc12	-8	5	0.5	-2	-10	12	12	0.1	101
COc1cc(SC)ccc1C(=O)OCC(=O)NCC(C)C	-5	-1	-0.4	-4	-7	9	-3	0.3	103
Cc1cc(C)c(C)c(OCCNCc2ccccc2)c1	-5	5	4.8	1	-12	41	23	3.9	119
O=C(CCn1c(=O)[nH]c2ccccc2c1=O)Nc1ccccc1	0	-1	0.0	-10	-15	8	4	-0.3	89
N#Cc1ccc(NC(=O)CN2C(=O)NC(Cc3ccccc3)C2=O)cc1 (stereo unspecified)	-3	1	0.3	4	-10	-10	3	0.3	100
COc1ccccc1NC(=O)NNC(=O)COc1ccc2ccccc2c1	0	5	1.2	1	-13	2	0	-0.2	108
NC(=O)c1ccc2nc(-c3ccccc3)c(-c3ccccc3)nc2c1	-7	10	0.1	1	-2	-7	-16	-1.2	104
O=C(CN(C(=O)CSc1nnc(COc2ccccc2)o1)c1ccc(F)cc1)NC1CCCC1	3	0	1.0	-8	-9	10	0	0.7	95
CN(C)/C=C/C(=O)c1ccc([N+](=O)[O-])c(CS(=O)(=O)c2ccc(Cl)cc2)c1	-9	4	0.1	-4	-10	25	-8	-0.8	107
COc1ccccc1Nc1nc(N)nc(CSc2nccn2C)n1	-6	-11	0.8	-9	-9	-24	-1	0.7	82
O=c1nc(-c2ccccc2)n(-c2ccccc2)[nH]1	0	-2	-0.4	4	0	15	-3	-0.3	94
COc1ccc2nc3cc(Cl)ccc3c(C#N)c2c1	0	-15	-0.8	1	5	8	-13	0.1	88
CNC(=O)c1c(NC(=O)c2ccc(S(=O)(=O)N3CCCCC3)cc2)sc2c1CCN(C(C)C)C2	3	6	2.7	4	2	-8	-16	1.6	113
COc1cc(NC(=O)COc2ccc(C)c(C)c2)ccc1NC(=O)c1ccco1	-5	0	0.1	5	-6	-41	-20	-1.0	100
Cc1ccc(S(=O)(=O)N2[C@@H](c3ccc(C(C)(C)C)cc3)C(C(=O)O)=CC[C@H]2c2ccc(Cl)c(Cl)c2)cc1	-4	.	-0.2	.	-5	.	.	-0.5	.
COc1ccccc1NS(=O)(=O)c1cc(NC(=O)CCC2CCCC2)ccc1N1CCOCC1	-1	-2	0.8	-4	-9	24	-1	0.4	108
C=C(C)CN(Cc1ccccc1)C(=S)Nc1ccccc1	-8	13	-0.1	-9	10	9	-17	2.0	110
Cc1[nH]n(C(N)=S)c(=O)c1N=Nc1ccc(S(=O)(=O)N2CCCCCC2)cc1	-3	-1	3.0	7	-5	-1	-9	1.6	95
c1ccc(CCC2CCCCN2Cc2nc(C3CC3)no2)cc1 (stereo unspecified)	4	-2	-1.2	2	-3	3	-5	-1.8	98
Cc1sc2ncnc(NC3CCN(Cc4ccccc4)CC3)c2c1C	83*	-5	10	-16	-8	-19	-3	13	89
O=C(c1ccccc1)c1ncc(C(F)(F)F)cc1Cl	-6	-2	0.4	-8	-3	.	7	-1.3	99
COC(=O)CN1C(=O)N/C(=C/c2ccccc2OC)C1=O	-3	1	-0.2	-8	-15	10	-6	-0.6	116
Cc1ccc(CNC(=O)c2ccc(CS(=O)Cc3cccc(Cl)c3)o2)cc1 (stereo unspecified)	-9	0	6.0	12	-14	11	3	5.8	103
COc1ccc(Cl)cc1C(=O)Nc1ccc(NC(=O)C(C)C)cc1	-2	2	1.3	0	-7	-6	-9	0.6	101
Oc1ccccc1C1CC(c2cccs2)=NC(c2ccc(Cl)cc2)N1 (stereo unspecified)	-6	-6	2.6	22	-3	-12	3	1.6	98
CN1CCN(c2ccc(CNS(=O)(=O)c3ccccc3)cc2)CC1	2	-2	0.7	-5	-3	13	-11	0.9	96
COc1ccc(/C=C/C(=O)Nc2ccc(OC)nc2)cc1	-2	1	1.0	3	-10	37	0	0.1	104
CCOc1ccc(-n2c(-c3ccccc3)c[n+]3c2CCCCC3)cc1	51*	11	0.9	2	0	.	29*	0.5	104
CCc1ccc(NC(=O)c2c(C(=O)Nc3ccccc3)sc3nc(C)cc(=O)n23)cc1	-3	-3	-0.6	4	-2	4	-3	-1.0	96
CN(C(=O)CSC(=O)c1ccccc1)c1ccccc1	-1	7	0.1	2	-4	1	3	-1.3	109
Cn1cnnc1SCC(=O)Nc1cc(C(F)(F)F)ccc1N1CCOCC1	-3	0	1.1	1	-8	6	-2	0.3	114
Cc1ccc(NC(=O)Cn2nc(-c3ccccc3Cl)ccc2=O)c(Br)c1	-1	-13	1.8	1	-8	8	-2	5.0	67
Cc1cc(C)n(CC(O)CN(c2ccccc2)S(=O)(=O)c2ccccc2)n1 (stereo unspecified)	-2	-7	0.4	-12	-9	2	-4	5.2	96
O=C(Nc1ccncc1)c1ccc(NS(=O)(=O)c2cccc(F)c2)cc1	4	-3	1.0	-3	-4	30	-3	-0.9	96
COc1ccc(S(=O)(=O)Nc2cc(C)cc(C)n2)c2ccccc12	-10	4	0.3	4	1	4	2	0.0	101
CCOC(=O)CC1C(=O)NCCN1C(=O)c1sc2ccccc2c1Cl (stereo unspecified)	-3	0	0.3	2	-6	11	-3	0.4	107
CC(C)CN1CN(Cc2ccco2)CNC1=S	8	17	-0.9	0	3	18	-10	0.5	116
CC(=O)c1ccc(NC(=O)CN2C(=O)COc3ccc(S(=O)(=O)N4CCCC4)cc32)cc1	-6	-1	0.6	0	7	8	-4	0.1	97
NC(=S)N/N=C/c1cn(CCC(=O)O)nc1-c1cccc(Br)c1	0	-13	1.2	16	-6	16	-10	-0.4	92
COc1cc(NC(=O)CN2C(=O)NC(C)(c3ccccc3)C2=O)c(C)cc1[N+](=O)[O-] (stereo unspecified)	.	11	0.6	-4	-6	12	13	0.8	101

One compound at a time, from the list above.
CN1CCN(c2ccc(CNS(=O)(=O)c3ccccc3)cc2)CC1 across the screens: GalR3 antagonist: 2; MEKK2mut PB1 HTS: -2; V1R ag counter: 0.7; M18AAP inhibitor: -5; OXTR potentiator: -3; NALP1 inh: 13; GPR7 antag: -11; OXTR ag: 0.9; MEKK2 WT-MEK5: 96
COc1ccccc1NS(=O)(=O)c1cc(NC(=O)CCC2CCCC2)ccc1N1CCOCC1 across the screens: GalR3 antagonist: -1; MEKK2mut PB1 HTS: -2; V1R ag counter: 0.8; M18AAP inhibitor: -4; OXTR potentiator: -9; NALP1 inh: 24; GPR7 antag: -1; OXTR ag: 0.4; MEKK2 WT-MEK5: 108

Next entries follow:
SMILES	GalR3 antagonist	MEKK2mut PB1 HTS	V1R ag counter	M18AAP inhibitor	OXTR potentiator	NALP1 inh	GPR7 antag	OXTR ag	MEKK2 WT-MEK5
O=C(CN1CCCC1)Nc1ccc(Oc2ccc(NC(=O)CN3CCCC3)cc2)cc1	0	-21	0.4	-3	-6	4	5	0.6	1.0*[inhibitor]
CCCn1c(=N)n(CC(=O)c2ccc(Cl)cc2)c2ccccc21	-6	16	-0.9	-4	-8	11	-8	-2.1	117
COc1ccc(C(=O)NCc2nnc(SCC(=O)Nc3cc(Cl)ccc3OC)o2)cc1	2	-4	3.2	4	-6	26	40*	0.2	100
Cc1ccc(S(=O)(=O)Nc2ncccn2)cc1	-5	1	1.1	-7	-1	22	-12	0.8	106
CCCNC(=O)COc1coc(CN2CCN(c3ccccc3F)CC2)cc1=O	3	12	0.3	3	-5	22	2	0.6	106
COc1ccc(CNC(=O)C2CCN(c3nnc(N4CCCC4=O)s3)CC2)cc1	.	-1	0.2	1	-4	3	-5	-1.3	99
CC(=O)Nc1nc(C)c(-c2csc(Nc3cccc([N+](=O)[O-])c3)n2)s1	0	7	-0.6	10	-6	8	1	-1.0	108
O=C(NCc1ccc(Cl)s1)c1cc(COc2c(F)cccc2F)on1	-5	-9	-0.5	-13	-6	15	7	-1.8	92
Cc1ccc(C)c(C2=CSC3=NS(=O)(=O)CCN23)c1	-2	-21	0.7	0	-4	12	2	-0.3	3.0*[inhibitor]
Clc1ccc(-n2ncc3c(NCc4ccco4)ncnc32)cc1	-8	-2	0.0	6	3	12	14	-0.2	107
COc1cc(NS(=O)(=O)c2ccc(N/C=C\C(=O)c3ccc(OC)c(OC)c3)cc2)nc(OC)n1	0	-2	-0.4	-1	-4	-20	-12	0.9	96
CCCc1cc(=O)[nH]c(SCC(=O)Nc2cc(S(=O)(=O)N3CCOCC3)ccc2N(CC)CC)n1	-5	.	0.5	.	2	.	.	-0.1	.
COC(=O)c1cccc(NC(=O)CSc2nnc(COc3ccccc3)n2C)c1	-4	3	1.5	-11	-11	2	7	-1.0	99
CCCSc1nnc(-c2cnn(-c3ccccc3)c2-n2cccc2)n1C	-1	-2	-0.3	12	-13	-14	5	-0.4	97
CCCCOc1ccc(OCCNC(=O)C2CCCN2C(=O)Nc2ccccc2)cc1 (stereo unspecified)	-2	-6	2.7	-4	-5	19	-11	1.4	96
CC(=O)Nc1ccc(NC(=O)C(C)OC(=O)c2cccs2)cc1 (stereo unspecified)	-2	.	0.9	.	-3	.	.	0.9	.
COc1ccccc1-c1ccc(=O)n(CC(=O)NC2CCc3ccccc32)n1 (stereo unspecified)	-5	-7	-0.1	0	-4	4	-3	5.5	88
Cn1c(=O)[nH]c(NC2CCCCC2)c([N+](=O)[O-])c1=O	-10	0	1.4	0	0	14	-7	-1.1	99
c1cnc(N2CCN(Cc3ccc4c(c3)OCO4)CC2)nc1	0	4&-1&4	0.5&0.6	3&0	-2&4	15&21	-6&-2	0.2&0.7	112&96&99
CSCc1nnc(NC(=O)c2ccc(S(=O)(=O)N3CCCCC3C)cc2)o1 (stereo unspecified)	-9	3	-0.7	-1	-3	9	-21	-0.2	106
CCC(=O)N1CCc2cc(S(=O)(=O)NCCC(=O)Nc3cc(C)cc(C)c3)ccc21	-4	-2	1.2	-2	-6	11	-2	1.2	95
COc1cccc(C(=O)NCc2cn3ccsc3n2)c1	.	11	-0.5	-5	-2	.	-3	0.1	111
O=C(CNCCO)Nc1ccc(F)c(Cl)c1	-1	0	0.1	-3	-3	-23	-9	-0.3	97
CC(C)NC(=O)NC(=O)CSc1ncc(C(F)(F)F)cc1Cl	-5	4	-1.9	-7	-6	-9	-9	-1.4	98
Cn1c(=O)[nH]c(=O)c2c1nc(CN1CCN(c3cccc(Cl)c3)CC1)n2CCN1CCOCC1	-2	5	0.8	4	1	5	-9	0.7	111

Screening results: PubChem, several laboratories
